pPAFAH inh: pPAFAH (human) enzyme inhibition; Q13093; recombinant pPAFAH, FP-rhodamine probe fluorescence polarization; inhibition, % at 3.39 µM; hit rate 1.5% among 330,000; AID 463082;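 active = inhibition above the mean inhibition across the screen plus 3 SD, cut at about 25% in these data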;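 note: inhibitors block binding of the rhodamine activity-based probe so polarization drops; 0% = enzyme with DMSO and 100% = wells lacking pPAFAH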
PAFAH1B2 inh: inhibitors of human PAFAH1B2. inhibition, % at 3.39 µM. hit rate 1.2% among 340,000. recombinant PAFAH1B2, FP-rhodamine activity probe, fluorescence polarization. P68402;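 active = inhibition above the mean of all tested compounds plus 3 SD, cut at about 24% in these data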;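 note: 0% = enzyme with DMSO and 100% = wells lacking PAFAH1B2; many of its hits are not listed in these tables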
LYPLA2 inh: blocks human lysophospholipase 2, a PME1 counter-screen. recombinant LYPLA2, FP-Rh probe fluorescence polarization. inhibition, % at 5.9 µM. AID 2177. O95372. hit rate 0.38% among 320,000;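 active = inhibition above the screen-wide mean plus 3 SD, limit set per campaign, cut at about 26% in these data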;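 note: 0% = LYPLA2 with DMSO and 100% = wells lacking LYPLA2 enzyme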
PAD4 inh: PAD4 (human) enzyme inhibition; hit rate 0.41% among 330,000; recombinant PAD4, RCA probe fluorescence polarization; Q9UM07; AID 485272; inhibition, % at 6.36 µM;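 active = percent inhibition above a cutoff equal to the mean of all tested compounds plus 3 SD, cut at about 15% in these data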;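 note: 0% = PAD4 with RCA probe and DMSO and 100% = probe without PAD4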
LYPLA1 inh: blocks human lysophospholipase 1, a PME1 counter-screen; O75608; recombinant LYPLA1, FP-Rh probe fluorescence polarization; inhibition, % at 5.9 µM; hit rate 0.16% among 320,000; AID 2174;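 active = inhibition above the mean of all tested compounds plus 3 SD, set per campaign, cut at about 14% in these data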;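 note: inhibitors block serine hydrolase probe labeling of LYPLA1 so polarization falls; 0% = enzyme with DMSO and 100% = wells lacking LYPLA1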
PME-1 primary: blocks human protein phosphatase methylesterase 1; Q9Y570; recombinant PME-1, FP-Rh probe fluorescence polarization; inhibition, % at 5.9 µM; hit rate 0.53% among 320,000; AID 2130;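 active = inhibition above the campaign mean of all compounds plus 3 SD, cut at about 26% in these data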;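 note: competitive labeling of PME-1 active site by serine hydrolase directed probe; 0% = PME-1 with DMSO and 100% = wells lacking PME-1 enzyme; inhibitors block probe labeling so polarization falls and inhibition rises; many of its hits are not listed in these tables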
Target sequence (Q9Y570 whole entry, looked up): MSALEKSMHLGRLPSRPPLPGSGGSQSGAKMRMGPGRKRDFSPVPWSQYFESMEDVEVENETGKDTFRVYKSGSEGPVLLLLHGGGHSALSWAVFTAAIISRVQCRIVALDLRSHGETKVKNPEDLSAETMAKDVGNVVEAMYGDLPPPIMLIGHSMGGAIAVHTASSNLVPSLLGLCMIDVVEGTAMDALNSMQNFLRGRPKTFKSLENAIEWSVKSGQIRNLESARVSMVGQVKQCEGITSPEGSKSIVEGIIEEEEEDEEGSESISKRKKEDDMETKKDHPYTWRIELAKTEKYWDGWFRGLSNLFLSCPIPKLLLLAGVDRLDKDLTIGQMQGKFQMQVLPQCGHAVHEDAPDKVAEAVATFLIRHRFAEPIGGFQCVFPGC
PAFAH1B3 inh: inhibitors of human PAFAH1B3 | Q15102 | recombinant PAFAH1B3, FP-rhodamine probe, fluorescence polarization | inhibition, % at 3.39 µM | hit rate 0.28% among 340,000 | AID 492972;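 active = inhibition above the screen-wide average of all tested compounds plus 3 SD, cut at about 25% in these data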;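 note: 0% = enzyme with DMSO only and 100% = wells lacking PAFAH1B3 protein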
Target sequence (Q15102 whole entry, looked up): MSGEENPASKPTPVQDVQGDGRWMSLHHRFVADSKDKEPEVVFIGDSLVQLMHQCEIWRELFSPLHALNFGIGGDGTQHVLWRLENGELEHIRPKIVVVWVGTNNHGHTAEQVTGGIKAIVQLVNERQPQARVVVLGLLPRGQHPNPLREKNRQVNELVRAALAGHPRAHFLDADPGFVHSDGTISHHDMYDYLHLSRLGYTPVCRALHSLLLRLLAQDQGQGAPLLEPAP
PAFAH2 FP inh: inhibitors of human PAFAH2 | Q99487 | recombinant PAFAH2, FP-rhodamine activity probe, fluorescence polarization | inhibition, % at 3.39 µM | hit rate 0.99% among 340,000 | AID 492956;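 active = inhibition above the mean over all tested compounds plus 3 SD, cut at about 30% in these data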;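 note: inhibitors block probe labeling of enzyme so polarization drops; 0% = enzyme with DMSO and 100% = wells lacking PAFAH2 protein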
GSTO1 counter: counter-screen for RBBP9 inhibitors: inhibitors of human GSTO1; recombinant GSTO1, activity-based probe fluorescence polarization; inhibition, % at 5.96 µM; hit rate 1.1% among 300,000;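 active = inhibition above the campaign mean inhibition plus 3 SD, cut at about 35% in these data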;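 note: 0% = GSTO1-1 with DMSO and 100% = wells lacking GSTO1-1 enzyme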
Numbers without * were called inactive; / = no result given.

1: COc1ccc2c(C)c(CC(=O)N3C[C@H]4C[C@@H](C3)c3cccc(=O)n3C4)c(=O)oc2c1C
2: O=c1c(C=Nc2cccnc2Cl)c(O)n(CCCCl)c(=O)n1C1CCCCC1
3: CCOP(=O)(Cc1cc(C#N)oc1C)OCC
4: CN1C(=O)C(=Cc2ccc(OCCN(C)c3ccccn3)cc2)C(=O)N(C)C1=O
5: O=C(CNC(=O)OCc1ccccc1)Nc1ccc(Br)cc1C(=O)c1ccccc1Cl
6: Cc1nc2c(c(=O)[nH]1)C(c1ccccc1Cl)c1c(c3ccccc3oc1=O)O2 (centres undefined)

entry no.	1	2	3	4	5	6
GSTO1 counter	0.5	10.4	-0.5	11.5	-0.1	4.1
PAD4 inh	-6.3	-10.0	1.6	7.3	-0.3	2.1
PAFAH1B3 inh	4.1	-2.1	6.2	1.3	17.8	/
PME-1 primary	-1.6	-0.7	0.2	-9.6	-2.6	-4.2
LYPLA2 inh	0.6	-8.2	0.4	-0.5	-6.4	-2.8
PAFAH1B2 inh	-2.2	1.2	-1.4	6.4	4.9	/
pPAFAH inh	7.0	-2.5	-3.9	-7.0	3.9	-3.6
PAFAH2 FP inh	2.1	3.4	-2.0	6.5	-1.7	/
LYPLA1 inh	3.1	-4.1	1.3	-3.7	-2.4	-3.0

7: Cn1c(O)c(C=NCCOc2ccc(Cl)cc2)c(=O)n(C)c1=O
8: Cc1ccc(N2C(=O)NC(=O)/C(=C/c3cnc(-c4ccccc4)nc3)C2=O)cc1C
9: CCCCn1c(O)c(C=NCCCN(CC)CC)c(=O)[nH]c1=O
10: CC1(C)CN=C(Nc2ccc(F)c(F)c2)S1
11: CC(C#N)CCC#N (centres undefined)
12: Cc1cc(=O)oc2c(C)c(OCC(=O)N3CCC(C(=O)O)(c4ccccc4)CC3)ccc12

entry no.	7	8	9	10	11	12
GSTO1 counter	4.0	2.8	-1.3	2.7	/	3.7
PAD4 inh	2.5	-2.5	0.8	2.3	2.2	-2.7
PAFAH1B3 inh	3.8	5.3	8.2	5.6	6.7	8.4
PME-1 primary	-5.5	0.8	-2.5	-4.6	-3.3	-1.8
LYPLA2 inh	2.3	-8.7	0.8	6.8	5.0	-2.7
PAFAH1B2 inh	11.2	2.1	0.8	3.1	5.1	-1.2
pPAFAH inh	-8.9	3.5	2.5	0.2	-2.5	0.2
PAFAH2 FP inh	-2.0	8.0	0.1	0.9	8.5	-1.2
LYPLA1 inh	-2.4	-4.5	-4.5	-0.2	1.7	-0.7

Rewritten in markdown: 10 of the compounds above
| # | mol | GSTO1 counter | PAD4 inh | PAFAH1B3 inh | PME-1 primary | LYPLA2 inh | PAFAH1B2 inh | pPAFAH inh | PAFAH2 FP inh | LYPLA1 inh |
| --- | --- | --- | --- | --- | --- | --- | --- | --- | --- | --- |
| 1 | COc1ccc2c(C)c(CC(=O)N3C[C@H]4C[C@@H](C3)c3cccc(=O)n3C4)c(=O)oc2c1C | 0.5 | -6.3 | 4.1 | -1.6 | 0.6 | -2.2 | 7.0 | 2.1 | 3.1 |
| 2 | O=c1c(C=Nc2cccnc2Cl)c(O)n(CCCCl)c(=O)n1C1CCCCC1 | 10.4 | -10.0 | -2.1 | -0.7 | -8.2 | 1.2 | -2.5 | 3.4 | -4.1 |
| 3 | CCOP(=O)(Cc1cc(C#N)oc1C)OCC | -0.5 | 1.6 | 6.2 | 0.2 | 0.4 | -1.4 | -3.9 | -2.0 | 1.3 |
| 4 | CN1C(=O)C(=Cc2ccc(OCCN(C)c3ccccn3)cc2)C(=O)N(C)C1=O | 11.5 | 7.3 | 1.3 | -9.6 | -0.5 | 6.4 | -7.0 | 6.5 | -3.7 |
| 5 | O=C(CNC(=O)OCc1ccccc1)Nc1ccc(Br)cc1C(=O)c1ccccc1Cl | -0.1 | -0.3 | 17.8 | -2.6 | -6.4 | 4.9 | 3.9 | -1.7 | -2.4 |
| 6 | Cc1nc2c(c(=O)[nH]1)C(c1ccccc1Cl)c1c(c3ccccc3oc1=O)O2 (centres undefined) | 4.1 | 2.1 | / | -4.2 | -2.8 | / | -3.6 | / | -3.0 |
| 7 | Cn1c(O)c(C=NCCOc2ccc(Cl)cc2)c(=O)n(C)c1=O | 4.0 | 2.5 | 3.8 | -5.5 | 2.3 | 11.2 | -8.9 | -2.0 | -2.4 |
| 8 | Cc1ccc(N2C(=O)NC(=O)/C(=C/c3cnc(-c4ccccc4)nc3)C2=O)cc1C | 2.8 | -2.5 | 5.3 | 0.8 | -8.7 | 2.1 | 3.5 | 8.0 | -4.5 |
| 9 | CCCCn1c(O)c(C=NCCCN(CC)CC)c(=O)[nH]c1=O | -1.3 | 0.8 | 8.2 | -2.5 | 0.8 | 0.8 | 2.5 | 0.1 | -4.5 |
| 10 | CC1(C)CN=C(Nc2ccc(F)c(F)c2)S1 | 2.7 | 2.3 | 5.6 | -4.6 | 6.8 | 3.1 | 0.2 | 0.9 | -0.2 |

Continuation.
13: CCN(CC)C(=O)c1ccc(NC(=O)c2ccc3c(c2)NC(=O)CS3)cc1
14: Cc1cc(OCCCC(=O)NCc2cccs2)ccc1Cl
15: O=C1C2CCCN2C(c2ccc(Cl)c(Cl)c2)N1c1ccccn1 (centres undefined)
16: Cc1ccccc1NC1(C#N)CCCCC1
17: CN(C)C(=O)Oc1ccc2ccccc2c1Cl
18: N#CC(C#N)=Cc1ccc(-c2ccccc2)o1
19: Cc1ccsc1C(=O)C1CCCN(Cc2cn(C)nc2C)C1 (centres undefined)

entry no.	13	14	15	16	17	18	19
GSTO1 counter	/	-0.5	4.2	-1.6	1.4	-1.1	-1.3
PAD4 inh	-3.1	1.8	-4.2	-1.6	-2.5	-0.7	1.6
PAFAH1B3 inh	6.5	5.8	-2.1	5.3	8.4	/	4.5
PME-1 primary	/	2.3	-6.5	-2.2	10.4	-2.4	2.6
LYPLA2 inh	/	-1.8	5.0	-0.7	1.9	-1.2	5.6
PAFAH1B2 inh	-0.5	6.6	0.1	6.5	2.2	/	4.8
pPAFAH inh	1.5	-0.3	-3.5	-2.3	-3.6	-0.2	5.7
PAFAH2 FP inh	2.4	3.3	-14.2	-2.3	0.1	/	-1.0
LYPLA1 inh	/	-1.1	2.1	2.5	1.2	-3.5	2.1

Only part of the results is shown (hit frequency here may not be typical).
